LAP4 TOR yeast: modulators of LAP4-GFP expression in yeast, primary screen, S. cerevisiae, multiplex flow cytometry, MLPCN library. 3 h; median GFP as percent of DMSO wells. GFP response vs DMSO, % at 10 µM. hit rate 0.34% among 320,000. AID 2023, 2009;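 active means GFP response vs DMSO above a set limit, about the screen mean plus 3 SD, cut at about 150% in these data; inconclusive means under 70 cell events counted for the yeast strain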
CIT2 TOR yeast: modulators of CIT2-GFP expression in yeast, primary screen, S. cerevisiae, GFP fusion, multiplex flow cytometry, MLPCN library; GFP response vs DMSO, % at 10 µM; hit rate 0.065% among 320,000; AID 2029, 2009; S. cerevisiae CIT2-GFP strain, 3 h; 100 means same as DMSO wells;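 active means GFP response relative to DMSO above a set limit, near the screen mean plus 3 SD, cut at about 150% in these data; inconclusive means Fewer than 70 cells measured for a yeast strain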;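 further: ratio of well median GFP fluorescence to mean of DMSO wells on the plate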
RPL19A TOR yeast: RPL19A-GFP expression modulators in yeast, primary screen, cell-based, S. cerevisiae, multiplex flow cytometry, MLPCN; S. cerevisiae RPL19A-GFP strain, 3 h; hits give low values; percent response vs DMSO, % at 10 µM; hit rate 0.3% among 330,000; AID 2025, 2009;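 active means percent response vs DMSO below 50%; inconclusive means fewer than 70 events counted for the yeast strain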;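 further: median channel GFP fluorescence of the barcoded RPL19A-GFP strain; ratio of sample median GFP to plate DMSO average so 100% = DMSO; lower means less RPL19A-GFP as with rapamycin TOR inhibition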
AHR act: AHR activators, primary screen, cell-based, luminescence, luciferase reporter, human; Aryl hydrocarbon receptor (Homo sapiens), P35869; activation, % at 5 µM; AHR-responsive luciferase reporter cells; hit rate 2.5% among 320,000; in the data active means activation above about 47%;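 further: 0% = vehicle wells and 100% = reference agonist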
Target sequence (P35869 whole entry, looked up): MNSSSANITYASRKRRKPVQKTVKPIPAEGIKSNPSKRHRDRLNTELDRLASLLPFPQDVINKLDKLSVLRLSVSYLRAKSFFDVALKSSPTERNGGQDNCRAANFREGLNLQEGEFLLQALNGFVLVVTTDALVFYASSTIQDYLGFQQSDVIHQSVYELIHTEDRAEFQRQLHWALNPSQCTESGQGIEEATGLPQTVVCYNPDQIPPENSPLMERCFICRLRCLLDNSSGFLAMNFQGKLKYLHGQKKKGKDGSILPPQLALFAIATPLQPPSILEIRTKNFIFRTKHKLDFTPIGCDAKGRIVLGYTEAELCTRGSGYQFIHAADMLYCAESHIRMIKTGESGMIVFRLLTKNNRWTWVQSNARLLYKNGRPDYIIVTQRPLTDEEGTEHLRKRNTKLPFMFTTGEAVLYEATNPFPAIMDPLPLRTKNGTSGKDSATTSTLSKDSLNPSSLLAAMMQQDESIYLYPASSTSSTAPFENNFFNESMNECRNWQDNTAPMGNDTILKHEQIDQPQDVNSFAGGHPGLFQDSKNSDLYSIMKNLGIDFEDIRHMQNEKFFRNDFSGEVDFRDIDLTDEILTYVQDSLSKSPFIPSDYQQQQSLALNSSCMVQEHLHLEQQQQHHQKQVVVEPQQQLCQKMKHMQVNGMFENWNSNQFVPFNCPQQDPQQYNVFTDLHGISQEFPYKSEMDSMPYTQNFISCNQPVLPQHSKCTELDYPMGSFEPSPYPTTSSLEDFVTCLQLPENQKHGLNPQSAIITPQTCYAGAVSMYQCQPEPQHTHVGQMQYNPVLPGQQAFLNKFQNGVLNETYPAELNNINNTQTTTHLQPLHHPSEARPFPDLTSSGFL
proCasp7 act: procaspase-7 activators, primary screen, counter-screen for procaspase-3 activator project, biochemical, absorbance, HTS, human; recombinant procaspase-7, Ac-DEVD-pNA absorbance 405 nm; D23A/D198A/D206A triple mutant, cannot self-cleave; scale: DMSO 0, 5 µM enzyme 100; activation, % at 8.5 µM; Caspase-7 (Homo sapiens), P55210; AID 463210, 2010; hit rate 0.093% among 330,000;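 active means percent activation above the screen-wide mean plus 3 SD, cut at about 25% in these data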
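buffer or medium = Zinc-free HEPES/NaCl buffer, pH 7.4 | material = Procaspase-7 triple mutant (PC-7 D3A) | input = 2 µM procaspase-7 mutant as dispensed | signal = Epi-absorbance of released pNA at 405 nm, two timepoints | timing = 1 h preincubation, 2 h reaction | replicates = singlicate compound testing | evaluation = % activation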
MEP2-GFP yeast: modulators of MEP2-GFP levels in yeast, primary screen, S. cerevisiae, multiplex flow cytometry, MLPCN library; S. cerevisiae MEP2-GFP strain, 3 h; 100% = DMSO control level; GFP response vs DMSO, % at 10 µM; hit rate 0.51% among 330,000;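 active means GFP response versus DMSO above a set limit, roughly screen mean plus 3 SD, cut at about 180% in these data; inconclusive means fewer than 70 cells counted for a yeast strain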;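 further: median GFP fluorescence of the barcode-gated MEP2-GFP cells per well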
procasp3 activ: activators of human procaspase-3 D3A mutant, primary screen, biochemical, absorbance, PC-3 D3A mutant, single concentration; recombinant procaspase-3 D3A, Ac-DEVD-pNA absorbance 405 nm; AID 463141, 2010; activation, % at 8.5 µM; hit rate 0.11% among 330,000; Caspase-3 (Homo sapiens), P42574;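 active means activation above the mean of all tested compounds plus 3 SD, cut at about 21% in these data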;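 further: 0% = DMSO alone and 100% = DMSO wells spiked with extra 5 µM PC-3 D3A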
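assay system = Procaspase-3 D3A mutant | signal = absorbance at 405 nm, 0 and 120 min | times = 1 h preincubation plus 2 h reaction at 25 °C | repeats = single replicate | read-out = % activation between DMSO and enzyme-spiked controls | medium = Zinc-free HEPES saline buffer with Triton X-100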
AGP1-GFP MLPCN: modulators of AGP1-GFP expression in yeast TOR pathway, primary screen, cell-based, multiplex flow cytometry, S. cerevisiae, MLPCN library; GFP response vs DMSO, % at 10 µM; AID 2066, 2009; 3 h; GFP as percent of DMSO wells; hit rate 0.02% among 320,000;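 active means GFP response relative to DMSO above a set limit, near screen average plus 3 SD, cut at about 150% in these data; inconclusive means fewer than 70 cells counted for the yeast strain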;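 further: median GFP channel fluorescence of the gated AGP1 strain per well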
Numbers without * were called inactive; ? = inconclusive; . = not tested or not shown; [ ] = another dose, or the depositor's remark.

SMILES | CIT2 TOR yeast | AHR act | proCasp7 act | procasp3 activ | RPL19A TOR yeast | LAP4 TOR yeast | AGP1-GFP MLPCN | MEP2-GFP yeast
O=C(Cc1ccccc1)Nc1nc(-c2cccs2)cs1 | 86 | -9 | 1 | 8 | 107 | 114 | 100 | 106
CCOC(=O)c1ccc(NCc2cccnc2)cc1 | 98 | 9 | -10 | -2 | 97 | 88 | 92 | 92
CCOc1ccc(CN(C)C(=O)CNC(=O)c2sc3ccccc3c2Cl)cc1 | 81 | -3 | 0 | -3 | 94 | 98 | 93 | 98
Cc1ccccc1C(=O)c1cccn1CC(=O)NC(C)c1ccccc1 (stereo unspecified) | 98 | 12 | 1 | 3 | 84 | 80 | 78 | 85
CCCCCN(C(=O)CCC(=O)OCC(=O)N1C(C)CCCC1C)c1c(N)n(CCCC)c(=O)[nH]c1=O (stereo unspecified) | 88 | 0 | 4 | -8 | 94 | 72 | 77 | 91
CCOC(=S)SCC(=O)N1CCc2ccccc2C1C1C(=O)CCCC1=O (stereo unspecified) | 94 | -1 | -16 | -2 | 98 | 79 | 89 | 92
CCOc1cc(CNCc2cc(OC)cc(OC)c2)ccc1OC | 109 | 3 | -6 | 4 | 100 | 98 | 103 | 109
CC(NC(=O)c1ccccc1Br)c1ccc2c(c1)CCCC2 (stereo unspecified) | 85 | -1 | -1 | 3 | 95 | 125 | 103 | 106
O=S(=O)(c1ccc(Oc2ccc3oc4ccccc4c3c2)nc1)N1CCCC1 | 94 | 1 | 10 | 5 | 98 | 91 | 98 | 100
CCOC(=O)C(NCCc1ccccc1F)(NC(C)=O)C(F)(F)F (stereo unspecified) | 93 | 2 | 6 | -3 | 103 | 106 | 100 | 106
O=C(Cc1csc(NC(=O)Nc2ccc(Cl)cc2)n1)NC1CCCC1 | ? | 19 | -1 | -6 | ? | ? | ? | ?
CCCSC1=C(C#N)C(c2ccccc2C)CC(=O)N1 (stereo unspecified) | 79 | 1 | -1 | -4 | 93 | 86 | 88 | 90
CCOc1ccc(NC(=O)N2CCC(n3nnc4cc(C)ccc43)CC2)cc1 | 115 | -16 | -8 | 2 | 106 | 108 | 104 | 103
Cc1ccc(N2C(=O)C3C4CCC(O4)C3C2=O)c(OC(F)F)c1 (stereo unspecified) | 94 | 0 | -8 | -3 | 98 | 101 | 92 | 96
O=C(Nc1cccc(S(=O)(=O)N2CCCCC2)c1)c1ccccc1NS(=O)(=O)c1ccc(F)cc1 | 109 | 1 | 3 | 9 | 102 | 93 | 107 | 106
O=[N+]([O-])c1ccc2c(c1)OCCOCCOCCOCCOCCOCCO2 | 100 | -4 | -4 | -1 | 102 | 93 | 105 | 101
CCOC(=O)c1cc(NC(=O)c2cccnc2)ccn1 | 89 | 4 | 3 | -9 | 94 | 99 | 95 | 92
COc1ccccc1NC(=O)C(C)Sc1nccn1C (stereo unspecified) | 92 | 29 | 1 | 0 | 97 | 94 | 97 | 96
O=C(NCCSCc1ccco1)Nc1ccccc1 | 100 | 3 | -2 | 5 | 95 | 105 | 97 | 106
CC(C)C(NC(=O)CN1C(=O)c2ccccc2S1(=O)=O)C(C)C | 109 | 0 | -2 | -2 | 98 | 96 | 102 | 101
COc1ccc(/C=N/NC(=S)Nc2ccccc2)cc1 | 92[may fluoresce red] | 44 | -10 | -8 | ? | ? | ? | 84[may fluoresce red]
CCn1c(N2CCN(C(=S)Nc3ccc(OC)cc3)CC2)nc2ccccc21 | 110 | -5 | -8 | -5 | 102 | 96 | 105 | 109
Cc1ccc(-n2c(CCc3ccccc3)n[nH]c2=S)cc1C | 108 | 0 | -3 | -4 | 103 | 92 | 106 | 110
O=C(CSc1n[nH]c(=O)[nH]c1=O)NC1CCCCC1 | 100 | 1 | -1 | -6 | 98 | 115 | 113 | 94
CCOC(=O)c1ccc(NC(=S)NCc2ccc(F)cc2)cc1 | 86 | 2 | -8 | -2 | 99 | 110 | 99 | 90
COc1ccccc1CCN=C(N)NS(=O)(=O)c1cc(F)ccc1F | 104 | 23 | -2 | 8 | 101 | 93 | 96 | 100
O=C(Nc1nnc(Cc2ccc(Cl)cc2)s1)c1cccnc1 | 106 | 3 | 0 | 2 | 113 | 98 | 100 | 117
CCNC(=S)NNC(=O)c1csc2ccccc12 | 98 | -3 | 1 | 1 | 98 | 92 | 100 | 104
O=C(Nc1ccccc1-c1nnn(CC(=O)N2CCN(c3ccccc3)CC2)n1)c1cccs1 | 90 | -3 | 1 | 6 | 98 | 99 | 99 | 98
Cc1ccc(NC(=O)C(c2ccccc2)N2CCN(CC(=O)N3CCOCC3)CC2)cc1 (stereo unspecified) | 104 | 0 | 6 | 4 | 95 | 90 | 94 | 97
COc1ccc(CCn2c(O)c(C3=c4ccccc4=NC3=O)sc2=S)cc1OC | 100 | 1 | 8 | 4 | 101 | 95 | 99 | 104
NC(=O)c1ccc(NC(=O)CSc2nncn2-c2ccccc2)cc1 | 106 | 1 | -3 | -2 | 102 | 97 | 100 | 107
O=S1(=O)C=CC(c2ccccc2)C1 (stereo unspecified) | 88 | 0 | 7 | 1 | 96 | 100 | 92 | 95
C/C(=N\Oc1cccc(F)n1)c1ccc(Cl)cc1Cl | 98 | -5 | 1 | 1 | 100 | 99 | 94 | 100
O=C(O)c1ccc2c(=O)n3c(nc2c1)/C(=C/c1ccccc1C(F)(F)F)CCCC3 | 94 | 1 | 3 | -8 | 97 | 105 | 97 | 103
O=c1c2ccccc2oc2cc(C#CC3(O)CCCCC3)ccc12 | 80 | -8 | -4 | -11 | 100 | 153* | 84 | 92
CCOc1ccc(-c2ncncc2-c2ccc(OC)cc2)c(O)c1 | 108 | 26 | 0 | -6 | 107 | 101 | 106 | 98
CCOc1ccc(N2C(=O)CC(S/C(N)=N/N=C/c3cccs3)C2=O)cc1 (stereo unspecified) | 96 | 5 | -3 | -13 | 100 | 93 | 101 | 104
O=C(/C=C/c1ccc2c(c1)OCO2)N1CCOCC1 | 115 | 55* | 6 | 6 | 113 | 103 | 116 | 103
O=C(Cc1ccc(N2CCNC2=O)cc1)N1CCCC(Nc2cccc(F)c2)C1 (stereo unspecified) | 103 | 6 | -10 | 2 | 102 | 106 | 105 | 102
CS(=O)(=O)N1CCN(c2ccccc2NC(=O)c2ccc(Cl)cc2)CC1 | 91 | 79* | 7 | -3 | 95 | 88 | 91 | 98
Cc1ccc(C(=O)N/C(=C\c2cn(C)c3ccccc23)C(=O)NCCCN2CCOCC2)cc1 | ? | 9 | 0 | 3 | 40*[may fluoresce violet] | 46[may fluoresce violet] | ? | 260*[may fluoresce violet]
O=C(CCC(=O)OCc1ccc([N+](=O)[O-])cc1)Nc1ccccc1Cl | 98 | 0 | 0 | -3 | 107 | 100 | 97 | 101
O=C(NC(Cc1ccccc1)C(=O)O)/C(=C\c1ccc(Cl)cc1)NC(=O)c1ccccc1 (stereo unspecified) | 100 | 0 | 7 | 9 | 91 | 101 | 100 | 98
O=C(/C=C/c1ccc(O)cc1)c1ccc(O)cc1O | 105 | 66* | -1 | -8 | 105 | 112 | 97 | 100
Cc1ccc(Nc2nc(Cl)nc(NC(C)(C)C)n2)cc1 | 103 | 10 | -12 | -1 | 107 | 87 | 93 | 106
COC(=O)Nc1ccc(S(=O)(=O)N2CCC(C)CC2)cc1 | 101 | -2 | -2 | -3 | 96 | 102 | 101 | 102
CCNC(=O)NCCc1c[nH]c2ccc(Cl)cc12 | 102 | -8 | 3 | -2 | 101 | 95 | 102 | 102
COc1cc(C(=O)COC(=O)c2ccc([N+](=O)[O-])o2)cc(OC)c1OC | 114 | 0 | -2 | 0 | 102 | 96 | 103 | 102
CCCn1c(COc2ccccc2)nc2ccccc21 | 93 | 22 | 4 | 6 | 97 | 102 | 93 | 99
COC(=O)C1=C(C(=O)OC)[C@@H]2Nc3ccccc3[C@@]23C[C@@H](C(=O)OC)N(C(=O)c2ccco2)C3=N1 | 98 | -2 | -2 | 0 | 99 | 101 | 101 | 98
COc1ccccc1CNC(=O)C1Cc2cc(S(=O)(=O)N3CCCC3)ccc2N1C(C)=O (stereo unspecified) | 109 | 4 | 2 | 1 | 98 | 97 | 100 | 102
Cc1ccc(N2C(=O)C3C4CC(=O)C(c5ccccc54)C3C2=O)cc1 (stereo unspecified) | 107 | 1 | 0 | 6 | 99 | 100 | 103 | 99
Cc1ccc(-c2nnc(SCC(=O)N3CC(C)CC(C)C3)o2)cc1C (stereo unspecified) | 94 | 2 | 8 | 8 | 102 | 107 | 102 | 99
O=[N+]([O-])c1ccccc1S(=O)(=O)NCc1cccnc1 | . | -1 | 4 | 11 | 95 | 94 | 102 | 98
COc1ccc(OCC(=O)N2N=C(C(F)F)CC2(O)C(F)F)cc1 (stereo unspecified) | 92 | 15 | 5 | 0 | 97 | 98 | 100 | 105
O=c1c2ccccc2c(C=Nc2ccc(S(=O)(=O)Nc3ncccn3)cc2)c(O)n1-c1cccc(Cl)c1 | 102 | 1 | 2 | 6 | 106 | 100 | 106 | 107
COc1ccc(NC(=O)CN2CCc3ccccc3C2)cc1OC | 108 | 3 | -7 | -3 | 104 | 97 | 106 | 110
CCn1cc(C(=O)O)c(=O)c2cc(F)c(N3CCN(C(=S)Nc4ccc(OC)cc4)CC3)cc21 | 101 | 1 | 5 | -9 | 101 | 102 | 102 | 100
CN(C)CCn1c(NC(=O)c2ccc(Cl)cc2)nc2ccccc21 | 99 | 26 | -1 | 4 | 97 | 100 | 97 | 101
CC(C)OC(=O)C(CC(=O)O)NCc1ccccc1 (stereo unspecified) | 98 | 0 | 13 | 3 | 96 | 92 | 97 | 95

3 of the compounds above, with values under each structure:
Values run as follows: CIT2 TOR yeast	AHR act	proCasp7 act	procasp3 activ	RPL19A TOR yeast	LAP4 TOR yeast	AGP1-GFP MLPCN	MEP2-GFP yeast
O=S1(=O)C=CC(c2ccccc2)C1 (stereo unspecified)
 : 88	0	7	1	96	100	92	95
C/C(=N\Oc1cccc(F)n1)c1ccc(Cl)cc1Cl
 : 98	-5	1	1	100	99	94	100
O=C(O)c1ccc2c(=O)n3c(nc2c1)/C(=C/c1ccccc1C(F)(F)F)CCCC3
 : 94	1	3	-8	97	105	97	103

Bioassay records deposited in PubChem by several laboratories.
